Screening results as filed in PubChem.
TSHR antag – Antagonists of the Thyroid Stimulating Hormone Receptor: HTS campaign | Thyrotropin receptor (Homo sapiens), P16473 | TSHR-expressing cells, TSH-stimulated cAMP HTRF, 2 h; hits give low values | activity change, negative = inhibition, % at 11.5 µM | 0.2% of 330,000 active | AID 504810, 2011;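 active = activity change below a set negative limit, meaning inhibition stronger than a set level, cut at about -70% in these data; inconclusive = activity change between two set negative limits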; note: % is set by controls: 0 for no effect and ±100 for the full control effect
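Inhibition of cAMP made by TSHR-expressing cells under TSH stimulation (4nM final, EC80; 2 h, 37 deg C) is quantified with a one-step lysis HTRF kit, anti-cAMP cryptate versus cAMP-d2.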
A-T KAP1 phos – qHTS Assay for Identifying a Potential Treatment of Ataxia-Telangiectasia; […] A-T fibroblasts, KAP-1 phosphorylation AlphaLISA; neocarzinostatin DNA damage 30 min before lysis; Potency, µM (doses to about 57.5 µM), for inactives: top-dose activation, hits mostly activators; 0.19% of 320,000 active; AID 485349, 2010; note: potency is the fitted concentration of half-maximal effect; % of control where 0% means no effect; nearly all actives have a fitted effect of over 45% in size
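hTERT-immortalized A-T patient fibroblasts ([…]), 500 cells/well in OPTI-MEM, 1% FBS, got compounds for 60 min, then NCS for 30 min at 37C. Lysates were then assayed for phospho-KAP-1 by AlphaLISA (anti-pKAP1 donor, anti-KAP1 acceptor beads), 6 hr at 25C.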
GALK inh – qHTS Assay for Inhibitors of Human Galactokinase (GALK). P51570. Purified GALK, Kinase-Glo residual ATP luminescence. Potency, µM (doses to about 57.5 µM), for the others: top-dose activity change, negative = inhibition, actives largely listed as inhibitors. 0.007% of 270,000 active. AID 1868, 2009; note: potency is the fitted concentration of half-maximal effect; % is set by controls: 0 for no effect and ±100 for the full control effect
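5 nM enzyme, 35 uM ATP, 100 uM galactose, 20 mM HEPES pH8.0, 5 mM MgCl2; 1 h RT; residual ATP by Kinase-Glo Plus luminescence, qHTS format.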
Tb PFK inh – qHTS Assay to Find Inhibitors of T. brucei phosphofructokinase; 0.17% of 330,000 active; T. brucei PFK, ADP-Glo luminescence; AID 485367, 2010; Potency, µM (top dose mostly 57.5 µM), for the others: at the highest dose activity, negative = inhibition, most hits filed as inhibitors; ATP-dependent 6-phosphofructokinase (Trypanosoma brucei brucei), O15648;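 note: potency is the fitted concentration of half-maximal effect; 0% = uninhibited 1x PFK enzyme wells and -100% = no-enzyme wells; nearly all actives have a fitted effect of over 60% in size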
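Luminescent ADP detection (ADP-Glo, two-step: ATP depletion then ADP-to-ATP conversion for luciferase) reported PFK activity after 45 min room-temperature reaction of 1.25 nM enzyme with 0.5 mM F6P and 0.1 mM ATP at pH 8.0.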
Chronic BCR inh – qHTS Assay to Find Inhibitors of Chronic Active B-Cell Receptor Signaling; ABC-DLBCL IkBa-CBG/CBR reporter, luminescence ratio, 4 h; Potency, µM (titrated, usually from 46.1 µM), inactives show at the top dose ratio change, negative = lower green/red ratio, hits mostly inhibitors; 0.05% of 340,000 active; AID 493014, 2011; active = well fitted inhibition curve with a large enough effect in the signal ratio, with a control signal flat, not every such curve was filed as active; inconclusive = small, poorly fitted or top-dose-only effect, or effect the other way, or a change in a side signal; the % refers to the signal ratio;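 note: potency is the fitted concentration of half-maximal effect; plate controls were basal doxycycline-induced cells for no effect and cells given 10 µM MG132 for full effect; MG132 reads +100%, hits lower the ratio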
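Compounds up to 46 uM were incubated four hours with TMD8 cells whose green CBG68 luciferase is fused to IkappaBalpha; red CBR luminescence normalised the signal, and concentration-effect curves were fitted to fusion, red and ratio data.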
TCR act – Activators of T cell receptors: qHTS campaign. primary human leukocytes, anti-CD3, IL-2 HTRF, 48 h. Potency, µM (highest dose often 9.22 µM), for inactives: at the top dose activation of IL-2 secretion, usual class: activators. 330,000 tested, under 10 active. AID 504894, 2011; note: % of control where 0% means no effect
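Primary human leukocytes were stimulated with a-CD3 beads plus compounds for 48 hr without co-stimulation; secreted IL-2 was quantified by HTRF using a-IL-2-K (europium cryptate) and a-IL-2-d2, excited at 320nm with acceptor emission read at 665nm.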
KCNH2 WT inh – qHTS for Inhibitors of KCHN2 3.1: Wildtype qHTS | Voltage-gated inwardly rectifying potassium channel KCNH2 (Homo sapiens), Q12809 | U2OS, BacMam KCNH2, thallium flux FluxOr; hits give low values | activity change, % at 1.84 µM | 0.37% of 340,000 active;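 active = maximum activity change below -70%; inconclusive = maximum activity change between -70% and -50%; inactive = maximum activity change above -50%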; note: % is set by controls: 0 for no effect and ±100 for the full control effect
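U2OS cells transduced with wild-type KCNH2 virus are loaded with FluxOr dye for 45 min, and thallium flux is measured in kinetic reads before and after stimulation buffer. Rate constants are normalized to DMSO controls.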
MLL CXXC-DNA inh – qHTS Fluorescence Polarization Assay for Inhibitors of MLL CXXC domain - DNA interaction. MLL-CXXC / FITC-HOXA9 DNA fluorescence polarization. Potency, µM (series often up to 115 µM), without a hit: at the highest dose activity change, negative = inhibition, most hits filed as inhibitors. 0.037% of 290,000 active. AID 2662, 2010. Histone-lysine N-methyltransferase 2A (Homo sapiens), Q03164; active = well fitted inhibition curve with a large enough effect in the polarisation, with a control signal flat, not every such curve was filed as active; inconclusive = small, poorly fitted or top-dose-only effect, or effect the other way, or a change in a side signal; inactive = no such curve, though single readings can be large or run the other way; the % refers to the polarisation; note: potency is the fitted concentration of half-maximal effect
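Purified MLL-CXXC (added from a 7 uM solution) was preincubated 5 min at ambient with pinned compounds in 50 mM Tris-HCl pH 7.5, 50 mM NaCl, 1 mM DTT, 0.05% BSA. Fluorescein-labeled HOX-A9 DNA (50 nM solution) followed, 30 min, then polarization read.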
FBPA coupling cs – qHTS Assay for Inhibitors of Fructose-1,6-bisphosphate Aldolase from Giardia Lamblia: Coupling assay counterscreen; coupling enzyme system counterscreen, AmpLite Red fluorescence; activity change, negative = inhibition, % at 58.2 µM, hits read low; 0.67% of 290,000 active; in the data active = activity change below about -30%; note: % is set by controls: 0 for no effect and ±100 for the full control effect
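Fluorescence at 525 nm excitation and 598 nm emission measured inhibition of the coupled detection system without aldolase. Compounds (at 57.5 uM final) were preincubated 10 min at room temperature with coupling enzyme reagent before a 20 min substrate/AmpLite Red step.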
Giardia kill – Small Molecules that selectively kill Giardia lamblia: qHTS; activity change, % at 7.66 µM, hits read low; AID 540267, 2011; 0.15% of 340,000 active; Giardia lamblia trophozoite viability; in the data active = activity change below about -80%; inconclusive = between about -30% and that limit;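 note: parasites exposed to compound for two days anaerobically before the ATP read; % is set by controls: 0 for no effect and ±100 for the full control effect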
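Killing of trophozoites was scored by loss of ATP luminescence after a 48 hrs anaerobic exposure to compounds at 37 deg C, using 100 cells per well.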
The depositor's hits bear a star; i = inactive; u = inconclusive; x = no result given; & = joins results of further samples; [ ] = dose if it differs, or a comment. Unless noted, calls come from the whole dose curve; as a rule, active = well fitted curve in the direction sought with a large enough effect; inconclusive = small, poorly fitted or top-dose-only effect, or another doubt; inactive = no such curve, though single readings can be large; an effect the other way counts as inactive or inconclusive.

#	Molecule	TSHR antag	A-T KAP1 phos	GALK inh	Tb PFK inh	Chronic BCR inh	TCR act	KCNH2 WT inh	MLL CXXC-DNA inh	FBPA coupling cs	Giardia kill
1	OC(COc1ccc(OCc2ccccc2)cc1)CN1CCOCC1 (stereo not given)	25	x	-1%	-8%	10%	3%	7	14%	3	-15
2	COc1ccc(N2C(=O)[C@@H]3[C@H](C2=O)[C@H]2C=CC=NN2[C@@H]3C(=O)Nc2ccc(Cl)cc2)cc1	-5	2%	-1%	6%	u	0%	-5	-13%	-2	-15
3	CCc1cc2c(C)cc(=O)oc2cc1OC(=O)C1CCCN1C(=O)OC(C)(C)C (stereo not given)	-17	1%	4%	-8%	1%	4%	3	0%	-9	0
4	O=c1[nH]nc(-c2ccc(F)cc2)cc1-c1ccccc1	-1	-2%	3%	0%	4%	4%	-3	20%	2	7
5	Cc1oc2nc(SCCCC(=O)NCCO)nc(N)c2c1C	-13	0%	2%	0%	-1%	-1%	-3	0%	1	3
6	Cc1c(N2C(=O)C(=O)/C(=C(/O)c3ccc(Br)cc3)C2c2cccnc2)c(=O)n(-c2ccccc2)n1C (stereo not given)	19	-1%	-1%	0%	-2%	-7%	-3	-1%	17	-8
7	C[C@H](CO)N1C[C@H](C)[C@@H](CN(C)C(=O)Nc2ccc3c(c2)OCO3)Oc2c(NC(=O)C3CC3)cccc2C1=O	28	8%	x	0%	u	5%	-3	x	x	-19
8	O=C(c1ccc(CS(=O)(=O)c2ccccc2)o1)N1CCN(c2ncccn2)CC1	-17	12%	1%	-4%	0%	-3%	11	-5%	1	4
9	CN(C)CCNC(=O)c1ccc(Sc2ccc(Br)cc2)c([N+](=O)[O-])c1	23	1%	-1%	-3%	0%	-64%	4	4%	3	28
10	O=C(NC(=S)NCCc1ccccc1)c1cccc(Cl)c1	-12	4%	-9%	1%	5%	x	-16	21%	x	-2
11	COC(=O)c1ccc(OC(=O)c2nn(C)cc2Cl)c(OC)c1	-1	3%	1%	2%	-2%	2%	-1	59%[activator]	2	5
12	COc1ccc(S(=O)(=O)Cc2ccc(C(=O)NC3CCCCCC3)o2)cc1	-2	2%	4%	4%	-22%	-4%	14	-1%	x	15
13	CCCCCC(=O)NC(NC(=S)NC1CCS(=O)(=O)C1)C(Cl)(Cl)Cl (stereo not given)	33	11%	-4%	-5%	1%	1%[46.1 µM]	2	4%	1	-4
14	Cc1ccc(CCN2CC(C(=O)NCCCN3CCN(C)CC3)CC2=O)cc1 (stereo not given)	6	u	1%	2%	5%	-4%	8	2%	2	1
15	COc1ccccc1NC(=O)COc1ccc(/C=N/NC(=O)CSCc2cc(C)cc(C)c2)cc1	-2	10%	x	2%	-2%	-3%	1	3%	4	5
16	Cc1ccc(C(=O)NNC(=O)CCCN2C(=O)/C(=C/c3ccccc3Cl)SC2=S)cc1	-6	1%	1%	-1%	u	2%[46.1 µM]	-10	3%	0	-11
17	CC1(OC(=O)C2CCCC2)C(=O)C=C2C=C3CCCCN3C=C2C1=O (stereo not given)	11	3%	-2%	-5%	5%	-3%	6	4%	-6&-27	9
18	O=C(/C=C/c1ccco1)NC(=S)Nc1ccccc1N1CCCC1	-8	-5%	-3%	0%	u	1%	-7	-1%	-12	-1
19	COc1cccc(OC)c1Nc1nc(C)nc2c1nnn2Cc1ccccc1Cl	-6	-1%[11.5 µM]	1%	1%	0%	-4%	5	0%	0	4
20	Cc1cc(C)c2cc(CN(Cc3ccco3)C(=O)NCc3ccccc3)c(=O)[nH]c2c1	2	-3%	1%	2%	u	17%	10	13%	-9	5
21	O=C(O)CSCC(=O)NCc1ccc(Cl)cc1	-5	0%	1%	3%	-1%	0%	i	-21%	5	1
22	COc1ccc(C(CC(=O)N2CCCC2)c2c(O)cc(OC)cc2OC)cc1 (stereo not given)	2	-5%	1%	1%	-1%	12%	2	4%	0&3	-27&-8
23	CC(O)(CS(=O)(=O)Cc1ccccc1)c1ccccc1Cl (stereo not given)	12	1%	4%	-11%	2%	-3%	6	-7%	0	9
24	CCOc1ccc(C(=O)NCC(=O)OCc2csc(-c3ccccc3)n2)cc1	9	0%	2%	-4%	1%	5%[46.1 µM]	-4	9%	3	1
25	Nc1c(S(=O)(=O)c2cccs2)c2nc3ccccc3nc2n1CC1CCCO1 (stereo not given)	-4	9%	0%	0%	8%	10%	1	3%	0	5

Remaining list, next part.
Screens by letter – A = TSHR antag; B = A-T KAP1 phos; C = GALK inh; D = Tb PFK inh; E = Chronic BCR inh; F = TCR act; G = KCNH2 WT inh; H = MLL CXXC-DNA inh; I = FBPA coupling cs; J = Giardia kill
26. CCOc1ccc(CCNC(=O)Cc2ccc(NC(=O)C3=C(C)OCCS3)cc2)cc1
  A: 4	B: 15%	C: -3%	D: 1%	E: 0%	F: 2%	G: 3	H: 15%	I: x	J: 7
27. CNc1ccccc1-c1nc2ccccc2n(C)c1=O
  A: -15	B: -5%	C: -1%	D: -3%	E: u	F: 6%	G: 4	H: 3%	I: 0	J: -2
28. CN1C(=O)C(=O)/C(=C(/O)c2ccccc2)C1c1ccc([N+](=O)[O-])cc1 (stereo not given)
  A: 5	B: -4%	C: -1%	D: 1%	E: 1%	F: 4%	G: 3	H: -11%	I: 3	J: -14
29. Cn1c(SCc2n[nH]c(=S)o2)nnc1-c1ccccc1
  A: 8	B: 4%	C: 2%	D: 0%	E: 2%	F: -6%[46.1 µM]	G: -17	H: -2%	I: 4	J: 6
30. COc1ccc(NC(=O)C2CCC(CNc3c(N4CCCCC4)c(=O)c3=O)CC2)c(OC)c1 (stereo not given)
  A: 21	B: 7%	C: -2%	D: -5%	E: -14%	F: 2%	G: 7	H: 1%	I: -1	J: 0
31. Cc1ccc(S(=O)(=O)CC(=O)N2CCOCC2)cc1
  A: 14	B: -3%[11.5 µM]	C: 4%	D: 0%	E: 6%	F: 2%	G: -20	H: 1%	I: 5	J: -12
32. CCC(C(=O)N1CCN(C(=O)c2ccco2)CC1)n1sc2ccccc2c1=O (stereo not given)
  A: 9	B: -1%	C: 1%	D: 3%	E: -4%	F: -1%	G: 0	H: -8%	I: 0	J: -20
33. CCCOc1ccc(C(C)=O)cc1Cc1c(O)nc(SC)[nH]c1=O
  A: 11	B: -2%	C: -8%	D: -11%	E: -1%	F: -4%	G: 0	H: 3%	I: 2	J: 2
34. c1ccc2c(OCCCCN3CCOCC3)cccc2c1
  A: 2	B: 2%	C: 2%	D: 1%	E: 4%	F: x	G: 15	H: -12%	I: 0	J: 1
35. Cc1ccc(C(=O)N/C(=C\c2ccco2)C(=O)N2CCSCC2)cc1C
  A: 5	B: 3%	C: 3%	D: -2%	E: u	F: -3%	G: 40	H: -7%	I: 4	J: 2

Fetched by structure from above:
Screens by letter – A = TSHR antag; B = A-T KAP1 phos; C = GALK inh; D = Tb PFK inh; E = Chronic BCR inh; F = TCR act; G = KCNH2 WT inh; H = MLL CXXC-DNA inh; I = FBPA coupling cs; J = Giardia kill
35. Cc1ccc(C(=O)N/C(=C\c2ccco2)C(=O)N2CCSCC2)cc1C
  A: 5	B: 3%	C: 3%	D: -2%	E: u	F: -3%	G: 40	H: -7%	I: 4	J: 2
26. CCOc1ccc(CCNC(=O)Cc2ccc(NC(=O)C3=C(C)OCCS3)cc2)cc1
  A: 4	B: 15%	C: -3%	D: 1%	E: 0%	F: 2%	G: 3	H: 15%	I: x	J: 7

Looked up above:
entry 1 @ TCR act = 3%
entry 27 @ TCR act = 6%
entry 10 @ Giardia kill = -2

Laid out differently: 2 of the compounds above.
29: Cn1c(SCc2n[nH]c(=S)o2)nnc1-c1ccccc1
- TSHR antag: 8
- A-T KAP1 phos: 4%
- GALK inh: 2%
- Tb PFK inh: 0%
- Chronic BCR inh: 2%
- TCR act: -6%[46.1 µM]
- KCNH2 WT inh: -17
- MLL CXXC-DNA inh: -2%
- FBPA coupling cs: 4
- Giardia kill: 6
35: Cc1ccc(C(=O)N/C(=C\c2ccco2)C(=O)N2CCSCC2)cc1C
- TSHR antag: 5
- A-T KAP1 phos: 3%
- GALK inh: 3%
- Tb PFK inh: -2%
- Chronic BCR inh: u
- TCR act: -3%
- KCNH2 WT inh: 40
- MLL CXXC-DNA inh: -7%
- FBPA coupling cs: 4
- Giardia kill: 2

Rows were taken by chance. About 1.6% of those tested had a hit in this group.
